SDO1 yeast rescue: compounds rescuing growth of sdo1-depleted yeast, bone marrow failure model; S. cerevisiae sdo1-depleted JHY4D growth rescue, OD600 30 h; active compounds read high; pdr5 snq2 efflux-pump mutant strain; z-score at 10 µM; hit rate 0.21% among 140,000; AID 817;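 active means z-score above 3 at both the 24 hr and the 30 hr optical density reads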;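 further: z-score against mean and SD of all compound wells on the same plate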
INS promoter inh: TRM-6 insulin promoter activity inhibition; inhibition, % at 2 µM; TRM-6 cells (human fetal islet line), insulin promoter-eGFP reporter, imaging; reporter expression induced with tamoxifen; AID 1273; hit rate 0.9% among 130,000;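 active means inhibition above the mean plus 3 SD, with well images judged a real hit on visual review, cut at about 60% in these data, passing the limit was not always enough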
SDO1 yeast rescue Rescue 24 h: further read-out of SDO1 yeast rescue, marked with its call; z-score; S. cerevisiae sdo1-depleted JHY4D growth rescue, OD600; measured here: growth rescue at 24 h;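 0 is the plate mean of compound wells and units are plate SD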
Numbers without * were called inactive; . = not tested or not shown; & = joins results of further samples. These rows are one share of the data; rates above refer to the full screens.

SMILES	SDO1 yeast rescue	SDO1 yeast rescue Rescue 24 h	INS promoter inh
O=C(OCC(=O)c1ccc(Cl)s1)c1ccccn1	1.6	1.1	0
O=C(COC(=O)c1ccc(NS(=O)(=O)c2ccc3c(c2)OCCO3)cc1)NC1CC1	0.4	0	92*
O=C(c1ccc(Cn2c(=O)[nH]c3ccccc3c2=O)cc1)N1CCN(c2ccccc2)CC1	-0.41	-0.68	-91
COc1c(C)cccc1C(=O)NC(=S)Nc1ccc2c(c1)Cc1ccccc1-2	-0.3	0.1	-46
O=C(NC(=S)N(CCO)Cc1ccccc1)c1ccc(S(=O)(=O)N2CCCC2)cc1	.	.	40
COCCCNC(=O)CN1C(=O)/C(=C/c2ccccc2C)Sc2ccccc21	.	.	20
O=C(Nc1ccc2c(c1)OCO2)C1(S(=O)(=O)c2ccc(Cl)cc2)CC1	-0.13	-0.11	64
CCN(CC)C(=O)Oc1ccc2ccccc2c1Br	.	.	-7
COc1ccccc1NC(=O)NC(N)=O	0.46	0.22	-10
CN(C1CCCCC1)S(=O)(=O)c1ccc2c(c1)c(=O)c(C(=O)N1CCc3ccccc3C1)cn2C	-0.32	0.88	-9
Cc1scc(C(=O)O)c1-c1c(C(=O)O)csc1C	0.01	-0.47	21
C=CCn1c(=O)c2ccccc2n2c(SCC(=O)Nc3sc(C)c(CC)c3C(=O)OCC)nnc12	-0.76	-0.32	-7
CCOC(=O)c1c(NC(=O)COC(=O)c2ccccn2)sc2c1CCC2	0.18	1	-38
Cn1c(SCc2ccccc2)nnc1-c1cnccn1	0.83	0.5	-26
N#Cc1c(N)oc(-c2ccc3c(c2)OCO3)c1-c1ccc2c(c1)OCO2	-0.37	-0.32	-14
COc1cccc(NC(=O)NCCC2=CCCCC2)c1	.	.	-400
CCCCNC(=O)c1onc(CSc2ccccc2C)c1C(=O)O	0.31	-0.76	24
COc1ccccc1NC(=O)c1c(C)oc2c1CCCC2	-0.96	-1.9	-5
COc1ccc(C(=O)Nc2ccccc2C(=O)NCCCn2ccnc2)cc1	0.29	0.08	43
Cc1ccc(S(=O)(=O)NC(=O)c2ccc(Br)o2)cc1	0.1	0.06	19
COc1ccc2nc(C)cc(SCC(=O)N/N=C/c3cccc4ccccc34)c2c1	-2.6	-2	27
Oc1ccc(Cl)cc1CNc1ccc(Br)cn1	-2	-1.2	14
O=C(NNC(=S)Nc1ccc(Br)cc1)c1ccc(N2CCOCC2)c([N+](=O)[O-])c1	2.1	3.1	27
CCCCn1c(=O)[nH]c(=O)c2c1ncn2Cc1ccco1	0.28	0.24	.
COc1ccc2c(=O)c3c(=O)n(Cc4ccco4)c(-c4cc(OC)c(OC)c(OC)c4)nc3oc2c1	0.66	0.64	62
CCCN(Cc1ccccc1)C(=S)Nc1ccc(OC(F)F)cc1	-0.41	-0.73	.
Nn1c(SCc2cccc(Oc3ccccc3)c2)nnc1C(F)(F)F	-0.57	-0.34	-29
CCOc1ccc(NCc2nnc(SCc3ccccc3Cl)n2-c2ccccc2)cc1	-0.33	0.43	-57
C=CCn1c(SC(C)C(=O)NC2(C#N)CCCCC2)nnc1-c1ccc(OC)cc1 (configuration not stated)	-1.1	-1.1	8
CCc1nc(N)c(C#N)c(-c2ccc(O)c(OC)c2)c1C	0.24	0.58	.
COCCNC(=O)c1ccc2c(=O)n(Cc3ccco3)c(SCC(=O)NC3CCCCC3)nc2c1	0.17	0.63	7
CC1(C)CC(=O)N(CC(=O)NCc2ccc(F)cc2)c2ccccc2S1(=O)=O	0.43	0.15	.
COc1ccc(C(=O)NC(=O)COC(=O)C2COc3ccccc3O2)cc1 (configuration not stated)	0.58	0.2	-3
O=C1CCCS(=O)(=O)c2ccccc21	.	.	-124
COc1cccc(-c2noc(-c3ccc(Cl)nc3)n2)c1	.	.	-47
O=C(Cc1ccc(-n2c(=O)c3ccccc3n(Cc3ccccc3F)c2=O)cc1)NCC1CCCO1 (configuration not stated)	0.72	0.07	21
Cc1cc(C2C(=O)C(C(=O)c3ccc(Cl)cc3)C(=O)CC2(C)C)on1 (configuration not stated)	-0.27	-0.97	.
CC(C)CCCCCCNC(=S)Nc1ccc(S(=O)(=O)N2CCOCC2)cc1	-0.7	-1.2	-20
Cc1cc(S(=O)(=O)Nc2c(C(=O)O)[nH]c3ccccc23)ccc1F	0.43	-0.44	43
O=C(Nc1ccon1)C1CCN(S(=O)(=O)c2cccs2)CC1	-0.29	-0.42	8
O=C(CCSc1nnc2scc(-c3ccccc3)n12)Nc1nc(-c2ccccc2)ns1	-1.8	-1.3	.
Nc1c(C(=O)NCCC2=CCCCC2)sc2ccc(S(=O)(=O)N3CCCCC3)cc12	-0.33	-0.49	50
COc1ccc(OC)c(C2CC(=O)c3c([nH]c(C(=O)OCC4CCCO4)c3C)C2)c1 (configuration not stated)	-0.25	-0.42	.
CCC(=O)Nc1nnc(Sc2ccc(N(C)C)cc2)s1	0.19&0.02	0.19&0.54	.
CCOc1cc(CNc2ccc3c(c2)CCC3)ccc1O	-0.4	-0.54	-26
CC(=O)c1c(C)[nH]c(C(=O)N(CCc2ccccc2)Cc2ccccc2)c1C	.	.	-27
CCOC(=O)COc1ccc(S(=O)(=O)NCC2CCCO2)cc1 (configuration not stated)	0.96	0.9	-300
CC(=O)c1cc2c(cc1NC(=O)c1cc(C)nn1-c1ccccc1)OCO2	-0.19	1.1	17
CC(=O)NC1N=C(C)N(c2ccccc2)C1=O (configuration not stated)	1.6	1.2	14
COc1ccc(C(=O)c2c(C)oc3cc([N+](=O)[O-])c(O)c([N+](=O)[O-])c23)cc1	0.98	1.9	.
COc1cccc(=O)c2c(C)n(CC(=O)c3ccccc3)c(C)c12	.	.	-18
O=S(=O)(Nc1ncccn1)c1ccc(NC(=S)NCCc2ccccc2)cc1	.	.	-14
CCOC(=O)C(NCCc1ccccc1)(NC(=O)CC)C(F)(F)F (configuration not stated)	-0.57	-0.04	.
COc1ccc(-c2cc(=O)[nH][nH]2)cc1	0.55	-0.93	-29
CCC(CC)c1nnc(NS(=O)(=O)Cc2ccccc2)s1	0.52	0.11	71
O=c1cc(CSc2ccc(S(=O)(=O)N3CCCCC3)cn2)nc2sccn12	0.14	-0.42	-21
Cc1cc(SCC(=O)c2cccs2)n2nc(C)c(-c3ccc(Cl)cc3)c2n1	-0.58	-0.36	17
O=C(COc1ccccc1[N+](=O)[O-])NNC(=O)Nc1cccc2ccccc12	.	.	50
Cn1nnnc1SCC(=O)Nc1ccccc1C(=O)NC1CC1	-0.39	-0.12	-41
Cc1ccc(CN(Cc2cc3cc(C)ccc3[nH]c2=O)C(=O)N2CCOCC2)cc1	0.06	-0.57	.

Gathered by group: those above containing a nitro group on carbon (3)
SMILES	SDO1 yeast rescue	SDO1 yeast rescue Rescue 24 h	INS promoter inh
O=C(NNC(=S)Nc1ccc(Br)cc1)c1ccc(N2CCOCC2)c([N+](=O)[O-])c1	2.1	3.1	27
COc1ccc(C(=O)c2c(C)oc3cc([N+](=O)[O-])c(O)c([N+](=O)[O-])c23)cc1	0.98	1.9	.
O=C(COc1ccccc1[N+](=O)[O-])NNC(=O)Nc1cccc2ccccc12	.	.	50

Next entries
SMILES	SDO1 yeast rescue	SDO1 yeast rescue Rescue 24 h	INS promoter inh
O=C(COC(=O)c1cccc(S(=O)(=O)NCc2ccccc2)c1)c1ccc2c(c1)OCCO2	-0.18	0.03	.
CC1Cc2ccccc2N1C(=O)CSc1nc(-c2ccccc2)cs1 (configuration not stated)	-1	-0.53	-2
Cc1ccc2c(CC(=O)Nc3cccc(S(=O)(=O)N4CCOCC4)c3)coc2c1	.	.	-71
N#C/C(=C/c1ccc(N2CCOCC2)o1)C(=O)N1CCOCC1	-0.04	-0.58	-8
CC(C)(C)NS(=O)(=O)c1ccc2c(c1)oc(=O)c1cc(S(=O)(=O)NC(C)(C)C)ccc12	0.01	-0.11	46
O=C(CSc1nnc2ccccn12)N1CCOCC1	0.5	0.14	19
C#CCSc1nsc(SCC#C)c1C#N	0.28	0.92	27
CC(C)(C)NC(=O)c1cc(NC(=O)c2ccco2)cc(NC(=O)c2ccco2)c1	-0.32	-1.1	.
O=c1[nH][nH]c(-c2ccccc2)c1C=Nc1cccc(Cl)c1	0.84	0.78	-30
Cc1ccc(-c2nnc(Cc3ccc([N+](=O)[O-])cc3)o2)cc1	.	.	38
Cc1cc(C)c(S(=O)(=O)N(C)CC(=O)NC2CCCC2)c(C)c1	-0.37	-0.5	7
CCOC(=O)c1cccc(NC(=O)CSc2nnc(COc3ccccc3C)o2)c1	1.2	5.1	.
Cn1c(=O)oc2cc(S(=O)(=O)N3CCN(c4ccccn4)CC3)ccc21	-0.23	0.15	17
Cc1nc2nc3c(c(=O)n2[nH]1)CCCC3	2.4	1.8	.
O=C(c1ccco1)N1CCN(Cc2ccccc2C(F)(F)F)CC1	.	.	-38
Cn1c(SCC(=O)NCCc2ccccc2)nnc1-c1ccco1	0.2	-0.65	17
CC1CCN(c2nc3c(c(=O)[nH]c(=O)n3C)n2CC(C)CSc2nnnn2-c2ccccc2)CC1 (configuration not stated)	-0.73	-0.63	25
COc1ccc(-n2cc(-c3ccccc3)c3c(N4CC(C)OC(C)C4)ncnc32)cc1 (configuration not stated)	.	.	-14
O=C(CC1CCCCC1)N1CCCC(c2nc(-c3ccc(S(=O)(=O)N4CCCC4)cc3)no2)C1 (configuration not stated)	-1.6	-1.8	-9
N#Cc1c(N)n(CCNC(=O)c2ccc(Cl)cc2)c2nc3ccccc3nc12	-0.59	0.81	23

In another format: five of the compounds above.
Values run as follows: SDO1 yeast rescue | SDO1 yeast rescue Rescue 24 h | INS promoter inh
> C#CCSc1nsc(SCC#C)c1C#N
 : 0.28 | 0.92 | 27
> CC(C)(C)NC(=O)c1cc(NC(=O)c2ccco2)cc(NC(=O)c2ccco2)c1
 : -0.32 | -1.1 | .
> O=c1[nH][nH]c(-c2ccccc2)c1C=Nc1cccc(Cl)c1
 : 0.84 | 0.78 | -30
> Cc1ccc(-c2nnc(Cc3ccc([N+](=O)[O-])cc3)o2)cc1
 : . | . | 38
> Cc1cc(C)c(S(=O)(=O)N(C)CC(=O)NC2CCCC2)c(C)c1
 : -0.37 | -0.5 | 7

Next section:
SMILES	SDO1 yeast rescue	SDO1 yeast rescue Rescue 24 h	INS promoter inh
Cc1ccc(NC(=O)CCC(=O)NNC(=O)c2ccco2)c(C)c1	-0.88	-1.4	-3
Cc1[nH]c2ccc(-c3n[nH]c(=S)n3Cc3ccccc3)cc2c1C	-0.97	-0.72	13
CCOc1ccc(NC(=O)CSc2nnc(-c3ccccn3)n2N)cc1	-0.09	-0.62	-42
Cc1c(C(=O)N2CCOCC2)sc(NC(=O)c2ccc3c(c2)OCO3)c1C#N	0.78	1.1	57
COC(=O)c1sc(-c2ccccc2)cc1NC(=O)C1CC1	.	.	20
CC(=O)Nc1ccc(OCC(O)Cn2ccnc2C)cc1 (configuration not stated)	.	.	10
CCn1c(SCC(=O)Nc2cc(C)on2)nnc1-c1ccc(S(=O)(=O)N2CCCC2)cc1	2.7	2.9	.
CCC(SC1=Nc2ccccc2C2=NC(CC(C)C)C(=O)N12)C(=O)Nc1ccc2c(c1)OCO2 (configuration not stated)	-0.27	-0.1	34
COc1ccc2c(c1)C(c1cccs1)=NNC(c1cccnc1)=N2	.	.	-42
O=C(NC1=NCCS1)c1ccc(Cl)c(S(=O)(=O)N2CCCCC2)c1	2.1	1.1	.
O=C(Nc1ccccc1C(=O)N1CCCCC1)C1CCCCC1	0.83	-0.58	.
Cc1cccc(Cn2cnc3c(nnn3Cc3ccccc3F)c2=O)c1	-2	-1.1	.
Cc1ccc(NC(=O)C2CCN(S(=O)(=O)c3ccc(F)cc3)CC2)cc1	-0.06	0.07	29
CC(=O)NC1=NN(C(C)=O)C(C)(CCS(=O)(=O)c2ccc(Cl)c(Cl)c2)S1 (configuration not stated)	1.1	1.1	.
COC(=O)CSc1nc(NC(C)C)nc(N(C)C)n1	.	.	54
O=C1c2ccccc2C(=O)N1CCN1CCOCC1	1.2	0.71	.
Cc1ccnc(N2C(=O)c3cccc4c([N+](=O)[O-])ccc(c34)C2=O)c1	-2.6	-1.8	.
CCOC(=O)N1CCN(C(=O)COc2cc(=O)n(CC)c3ccccc23)CC1	-0.56&0.84	-0.4&0.54	.
CC(C)C(c1nnnn1Cc1ccccc1)N1CCC(C(N)=O)CC1 (configuration not stated)	-0.01	-1.2	.
Cc1cc(Nc2ccccc2N2CCOCC2)n2ncnc2n1	0.57	0.57	-3
Cc1ccc2c(CC(=O)OC(C)C(=O)NCc3ccc4c(c3)OCO4)coc2c1 (configuration not stated)	-0.31	-0.72	-64
Cc1cc(C(C)(C)C)oc1C(=O)N1CCN(C(=O)c2oc(C(C)(C)C)cc2C)CC1	-0.71	-0.24	31
CN1CCN(c2nc3c(c(=O)[nH]c(=O)n3C)n2CCCSc2ncccn2)CC1	-0.41	-0.64	.
CCOC(=O)C(=O)NC(C)c1ccccc1 (configuration not stated)	.	.	-13
O=C(CN1CCN(S(=O)(=O)c2ccc(Br)cc2)CC1)Nc1ccc(F)cc1	0.02	-0.47	-36
COc1cc2c(cc1OC)C(c1cc3cc4c(cc3[nH]c1=O)OCO4)N(C(=O)C(C)C)CC2 (configuration not stated)	0.14	-0.42	-139
CCC(C)[C@H](N)c1nnc(SCc2cccc(F)c2)o1 (some centres not stated)	0.3	0.16	21
Cc1nn(Cc2ccccc2)c(C)c1NC(=O)Cn1nc([N+](=O)[O-])c(Cl)c1C	1.1	1.1	.
COc1ccccc1CNC(=O)CSc1nc2nc(C)cc(C)n2n1	2.2	2.7	6
CCn1nnnc1SCCSc1nnnn1CC	0.17	0.03	-120

Screening data as filed in PubChem.
